# Source: PubChem BioAssay (several laboratories)
# Efflux pump mplx = antifungal efflux pump inhibition, Nile Red retention; S. cerevisiae Candida pump triplex; inhibition, % at 10 µM; 330,000 tested, 0.44% active;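 active means plate passing quality check with inhibition over a set limit, or well fluorescence over plate mean plus 4 SD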;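 further: Nile Red retained in pooled yeast measured as flow cytometry median fluorescence; 0% = buffer negative control and 100% = Enniatin B positive control; higher means more Nile Red kept so more efflux inhibition; some compounds called inactive have numbers as strong as hits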
# Fam108B counter = Fam108B inhibition, counter-screen for RBBP9 inhibitors; recombinant Fam108B, FP-Rh probe fluorescence polarization; inhibition, % at 9.51 µM; 300,000 tested, 0.33% active; AID 1947;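 active means inhibition above the screen mean inhibition plus 3 SD, computed separately per campaign, cut at about 18% in these data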;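 further: inhibitors lower polarization as less probe binds the enzyme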
# GLD-1 TGE inh = GLD-1-TGE RNA interaction inhibition (C. elegans); Q17339; inhibition, % at 5.96 µM; purified GLD-1 + fluorescein TGE RNA, fluorescence polarization; 320,000 tested, 0.44% active;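 active means percent inhibition above a per-plate cutoff, the plate mean of test compounds plus 3 SD, cut at about 30% in these data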;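 further: 0% = DMSO wells with GLD-1 and probe and 100% = wells lacking GLD-1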
# MEX-5 binding = C. elegans MEX-5 TCR-2 RNA binding activity; Q9XUB2; AID 1832; activity score (negative = inhibition of binding), % at 10 µM; 300,000 tested, 0.38% active; MEX-5/FITC-TCR2 RNA binding, fluorescence polarization; hits give low values;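 active means inhibition past about -25% in most replicates, and total fluorescence under double the plate's negative control median, limit read from the data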;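 further: 0% = DMSO and -100% = 5 µM competing unlabeled TCR2 RNA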
# Target sequence (Q9XUB2 whole entry, looked up): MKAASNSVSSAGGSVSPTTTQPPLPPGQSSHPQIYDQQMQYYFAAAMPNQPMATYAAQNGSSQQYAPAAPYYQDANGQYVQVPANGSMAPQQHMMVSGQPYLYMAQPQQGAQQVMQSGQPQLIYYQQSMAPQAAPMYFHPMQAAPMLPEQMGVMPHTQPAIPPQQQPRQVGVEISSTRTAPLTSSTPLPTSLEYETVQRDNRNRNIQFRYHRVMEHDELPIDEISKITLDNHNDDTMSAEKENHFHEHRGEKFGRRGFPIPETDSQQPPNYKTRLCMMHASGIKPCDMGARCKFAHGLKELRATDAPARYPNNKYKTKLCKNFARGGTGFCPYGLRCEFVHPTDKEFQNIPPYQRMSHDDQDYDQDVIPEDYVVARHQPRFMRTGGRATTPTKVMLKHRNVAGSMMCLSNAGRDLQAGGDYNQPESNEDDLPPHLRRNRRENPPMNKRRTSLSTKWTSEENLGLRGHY
# MCL1 BIM primary = MCL1-BIM-BH3 interaction inhibition (human); 320,000 tested, 0.68% active; GST-MCL1 / FITC-Bim-BH3 fluorescence polarization; inhibition, % at 10.9 µM;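 active means inhibition above the mean inhibition of all tested compounds plus 3 SD, set per campaign, cut at about 40% in these data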;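 further: 0% = DMSO wells and 100% = unlabeled Bim-BH3 peptide control; higher means more loss of mP so more displacement of Bim peptide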
# Target sequence (Q07820 whole entry, looked up): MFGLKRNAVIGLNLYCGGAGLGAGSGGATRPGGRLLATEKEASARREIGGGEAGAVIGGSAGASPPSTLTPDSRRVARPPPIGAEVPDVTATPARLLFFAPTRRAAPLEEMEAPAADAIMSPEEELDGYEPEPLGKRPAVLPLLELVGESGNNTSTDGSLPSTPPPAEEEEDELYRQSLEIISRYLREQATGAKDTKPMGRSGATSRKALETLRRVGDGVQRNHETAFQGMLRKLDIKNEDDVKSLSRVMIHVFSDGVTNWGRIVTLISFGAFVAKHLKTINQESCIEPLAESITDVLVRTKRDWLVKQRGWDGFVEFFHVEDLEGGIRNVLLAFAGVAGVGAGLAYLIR
# EBNA-1 inhibitor = blocks EBNA-1 binding to DNA | EBNA-1 DNA binding, fluorescence polarization | inhibition, % at 14.8 µM | 300,000 tested, 0.34% active; in the data active means inhibition above about 28%
# Yeast superoxide = lowers age-related superoxide in aged yeast cells; S. cerevisiae aged cells, superoxide DHE fluorescence; hits give low values; 330,000 tested, 0.18% active; superoxide response (% of plate mean), % at 10 µM; AID 2690;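 active means superoxide response under a set limit, about three screen SD below normal, cut at about 65% in these data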;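 further: yeast aged for seven days with compound at 30 °C before DHE staining; 100% = average MFI of all compound-treated wells on the plate with controls excluded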
# BCLXL inh = Bcl-xL (human) inhibition; Q07817; GST-Bcl-xL / FITC-Bim BH3 peptide fluorescence polarization; inhibition, % at 10.9 µM; 320,000 tested, 0.7% active;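 active means inhibition above the mean of all tested compounds plus 3 SD, cutoff set per campaign, cut at about 30% in these data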;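 further: 0% = DMSO wells and 100% = unlabeled Bim-BH3 peptide competitor; inhibitors lower millipolarization by displacing the labeled peptide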
# Target sequence (Q07817 whole entry, looked up): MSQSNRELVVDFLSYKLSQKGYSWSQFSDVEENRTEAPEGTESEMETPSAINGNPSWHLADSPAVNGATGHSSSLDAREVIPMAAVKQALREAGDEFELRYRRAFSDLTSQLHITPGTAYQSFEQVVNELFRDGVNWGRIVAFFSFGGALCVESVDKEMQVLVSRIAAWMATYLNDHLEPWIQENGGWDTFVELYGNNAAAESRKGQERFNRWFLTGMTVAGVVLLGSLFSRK
# ZTA counter = blocks Epstein-Barr virus ZTA, an EBNA-1 counter-screen; P03206; ZTA-DNA binding, fluorescence polarization; inhibition, % at 11 µM; 320,000 tested, 0.15% active; in the data active means inhibition above about 33%
# Starred values were filed as active, the others as inactive; · = no result given. Hits appear at their usual frequency; overall some 2.3% were active at least once.
smiles,Efflux pump mplx,Fam108B counter,GLD-1 TGE inh,MEX-5 binding,MCL1 BIM primary,EBNA-1 inhibitor,Yeast superoxide,BCLXL inh,ZTA counter
CN(C)S(=O)(=O)c1cccc(C(=O)NCCc2ccccc2)c1,0.0,5,-6,1.7,0,1,98,-3,0
COc1ccc(-c2cc(=O)oc3c(C)c(OC(C)C(=O)NCc4ccccn4)ccc23)cc1 (stereo not drawn),-0.1,0,4,-0.6,3,-2,86,1,3
Cc1nc(-c2noc(-c3ccc(Cl)cc3)n2)c(C(F)(F)F)o1,0.1,2,4,0.4,6,-5,91,5,6
CCN(CC)c1cc(C)c2cc(NC(=O)c3cccs3)ccc2n1,0.3,3,-2,-1.5,0,-5,107,2,6
CCOCc1c(C(=O)NCc2ccccc2CN2CCCC2)oc2ccccc12,-0.2,·,-11,·,-1,·,84,1,-8
O=S(=O)(Nc1cccnc1Cl)c1ccc(-c2ccccc2)cc1,0.3,-5,2,0.0,1,-13,102,8,4
Cc1cc(-c2c(C)[nH]n(-c3ccc(Cl)cc3)c2=O)n[nH]1,0.1,1,0,-0.3,18,2,94,2,-1
CN(Cc1ccccc1)C(=O)C(=O)c1cn(CC(=O)N2CCCC2)c2ccccc12,0.0,2,5,-7.7,5,15,100,3,-14
CCN(c1nc(N)c(C(=O)N=C(N)N)nc1Cl)C(C)C,0.1,4,7,-1.5,8,-7,99,3,-3
O=C(NC(=S)Nc1ccc(F)c([N+](=O)[O-])c1)c1ccccc1F,0.3,3,3,1.5,11,-8,109,2,0
C=CCNC(=O)CSc1nnc(-c2cccs2)o1,-0.2,-3,10,-3.0,0,3,79,1,-10
O=C(Cn1cnc2ccccc2c1=O)NCC(=O)N1CCOCC1,-0.1,1,-1,-0.6,0,8,94,3,-5
Cc1noc(C)c1C(=O)OCC(=O)Nc1ccccc1SCC#N,0.0,·,-23,·,-30,·,98,-4,5
COc1ccc(CNC(=O)CN(Cc2ccccc2Cl)C(=O)c2csnn2)cc1,-0.1,-2,7,-1.4,10,1,93,8,-16
COc1ccc(C(=O)NC2CCN(Cc3ccccc3)C2)cc1S(=O)(=O)N1CCOCC1 (stereo not drawn),-0.2,·,-4,·,5,·,88,1,-4
COc1ccccc1C(CCNS(=O)(=O)c1ccc(C)cc1)c1ccco1 (stereo not drawn),0.0,-8,10,1.4,-6,-8,106,-1,11
O=C(O)CCN(Cc1ccccc1)S(=O)(=O)c1ccc(Cl)cc1F,0.0,-2,4,0.9,-2,9,99,6,-10
CC(C)=CCc1c(O)cc2c(c1O)C(=O)CC(c1ccccc1)O2 (stereo not drawn),0.1,3,3,0.6,-1,4,95,-1,-20
Cc1ccc(-c2cc(-c3c(C)nn(C)c(=O)c3N)[nH]n2)cc1,-0.2,5,-1,1.0,3,9,96,0,12
CC1=C(C(=O)Nc2ccc(C)cc2C)C(c2cccc(Cl)c2)n2nc(C(=O)OC(C)C)nc2N1 (stereo not drawn),0.3,-3,0,3.8,8,-11,75,2,-10
COc1ccc(C2C3=C(NCCN=C3c3ccccc3)C(=O)N2c2ccccc2)c(OC)c1 (stereo not drawn),-0.1,-2,0,2.1,3,4,98,3,7
Cc1cc(Br)c(OCc2ccc(C(=O)N/N=C/c3ccc[nH]3)cc2)c(Br)c1,-0.1,·,6,·,4,·,69,1,-4
COc1ccc(CCN2C(=O)CC(C(N)=O)SC2=Nc2ccc(F)cc2)cc1OC (stereo not drawn),0.2,-2,-2,-3.1,3,-2,101,1,-12
NS(=O)(=O)c1ccc(-c2ccc(/C=N/NC(=O)c3ccc([N+](=O)[O-])cc3)o2)cc1,0.0,0,4,-4.9,2,0,103,7,-6
Cc1ccc(CN2CC(C(=O)Nc3ccc(F)c([N+](=O)[O-])c3)CC2=O)cc1 (stereo not drawn),0.0,-5,3,1.6,6,-16,105,2,-11
COc1ccc(-n2ccnc2SCC(=O)Nc2ccc(OC)cc2OC)cc1,-0.1,9,1,2.1,-2,-5,85,2,-10
S=C(N/N=C1\C2CN3CCN(C2)CC1(c1ccccc1)C3)Nc1ccccc1,-1.4,2,-6,2.2,10,-1,97,3,-2
CS(=O)(=O)N(Cc1ccccc1)c1ccc(C(=O)NN=C2CCCCCC2)cc1,0.1,-4,0,0.1,6,-15,97,4,-26
COC(=O)C1Cc2c([nH]c3ccccc23)C(C)N1 (stereo not drawn),0.0,-3,-1,2.6,-21,-5,96,-6,0
O=S(=O)(c1cccs1)N1CN(C2CCCC2)c2nc3ccccc3nc21,0.0,1,6,0.4,4,11,87,1,7
Cc1ccc(CN2CCSc3ccc(C(=O)N4CCN(c5ncccn5)CC4)cc32)cc1,0.0,2,0,2.2,-4,-3,99,-1,-5
CN(CC(=O)Nc1cccc2ccccc12)c1ccc(S(=O)(=O)N2CCOCC2)cn1,-0.1,11,-7,-0.4,3,9,90,2,-12
O=C(O)CCc1ccc(-c2cccs2)n1-c1ccc(C(=O)O)cc1,-0.1,-1,6,-3.6,11,3,106,7,-5
CC(NC(=O)c1ccc(NC(=O)CC2SC(N3CCCC3)=NC2=O)cc1)c1ccc(F)cc1 (stereo not drawn),0.0,·,3,·,3,·,126,6,5
COC(=O)c1ccccc1NC(=O)CSc1nc(Nc2ccccc2)nc(N2CCOCC2)n1,3.9,-12,3,1.3,-6,-6,101,2,-17
OC(COc1ccccc1)CN1CCN(C(c2ccccc2)c2ccccc2)CC1 (stereo not drawn),-0.1,8,-5,2.3,3,-4,104,3,-1
O=C(NCc1csc(-c2cccs2)n1)c1ccsc1,-0.1,3,0,0.2,3,1,101,2,6
Cc1cnn(-c2cc(N/N=C/c3ccccc3)ncn2)c1,0.1,-17,0,0.9,-1,-4,100,-1,7
CCN(CC)C(=O)CSc1nnc(-c2cnccn2)n1-c1ccc(C)cc1,0.1,-4,1,0.3,4,1,98,-3,-4
COc1cccc(-c2nnc(SCc3nc4ccccc4s3)n2C)c1,0.0,-7,7,0.1,-5,12,93,-4,28
C=CCN1CN(S(=O)(=O)c2cccs2)c2nc3ccccc3nc21,-0.1,0,3,·,7,0,96,5,0
COC(=O)c1ccc(C)c(NC(=O)CSc2nc3[nH]c(=O)cc(O)c3s2)c1,-0.1,·,5,·,1,·,66,4,6
CCc1nc2ccc(C(=O)N3CCN(c4cccc(Cl)c4)CC3)cc2nc1CC,0.2,-3,-7,4.6,-3,0,128,-2,0
Cc1cc(C)c(OCCN2CC(C)OC(C)C2)c(Br)c1 (stereo not drawn),0.0,-1,4,-0.4,-1,5,85,4,0
COc1ccc(C2CC(c3ccccc3C)n3nc(N)nc3N2)cc1 (stereo not drawn),-0.1,2,10,-1.5,-3,-1,101,4,-4
O=C(NNC(=O)c1ccccc1[N+](=O)[O-])c1ccccc1[N+](=O)[O-],0.0,-1,5,·,2,0,117,4,-10
O=C(c1ccc(S(=O)(=O)Cc2ccccc2Cl)c([N+](=O)[O-])c1)N1CCOCC1,0.0,2,0,4.0,5,2,96,2,5
COc1cccc(-c2csc(N3CCN(C(=S)Nc4ccccc4OC)CC3)n2)c1,0.0,4,-3,2.1,5,6,103,4,-3
OC(COc1ccc(CN2CCCCO2)cc1)CN1CCCCC1 (stereo not drawn),0.2,-1,-6,1.9,-5,-17,105,-7,-9
COc1ccccc1C(=O)C1CCCN(Cc2cccc(OCCO)c2)C1 (stereo not drawn),0.0,2,2,0.1,4,7,104,4,-4

# Carrying on.
smiles,Efflux pump mplx,Fam108B counter,GLD-1 TGE inh,MEX-5 binding,MCL1 BIM primary,EBNA-1 inhibitor,Yeast superoxide,BCLXL inh,ZTA counter
O=C(NCCOc1ccccc1F)c1cccc(S(=O)(=O)N2CCN(c3ccccc3)CC2)c1,0.0,-2,7,-1.4,-4,-1,96,-1,-2
O=C1c2ccccc2CN1C(CO)Cc1ccccc1 (stereo not drawn),0.2,3,0,-2.3,-5,-5,91,-2,-1
O=C(CN(Cc1ccco1)C(=O)CCC(=O)Nc1ccccn1)NCc1ccccc1,0.0,2,-1,1.7,7,-9,106,5,1
Cc1cc(C)c(S(=O)(=O)NCC23C=CC(O2)C2C(=O)N(c4ccccc4)C(=O)C23)c(C)c1 (stereo not drawn),0.1,1,13,0.7,10,-2,115,13,-1
CCOC(=O)CC(=O)CSc1nc(-c2cccnc2)cc(C)c1C#N,0.3,-2,36*,-0.8,62*,-5,96,61*,-1
Cc1noc(/C=C/N(C)C)c1S(=O)(=O)N1CCCC(C(=O)Nc2ccccc2F)C1 (stereo not drawn),0.1,1,-35,-3.6,-22,-15,113,-21,10
CC(C)c1ccc(CN2CCN(C(=O)CSc3nnnn3C3CC3)CC2)cc1,0.1,·,1,·,11,·,80,4,-7
CC1(C)NC(=O)N(CCCSc2ccc(Cl)cc2)C1=O,0.0,-4,-2,-2.1,4,5,91,1,1
CN1CCc2cc3c(c4c2C1CC41CCC(=NO)CC1)OCO3 (stereo not drawn),-0.1,4,4,-5.5,12,7,102,11,-3
Cc1cc(Br)c(NC(=O)C(C)Sc2nnnn2C)c(Br)c1 (stereo not drawn),-0.2,·,-3,·,-2,·,93,0,-21
Cc1cccc(/C=C2\Sc3ccc(C(=O)N4CCCCC4)cc3N(C)C2=O)c1,0.0,-1,-4,-2.2,2,9,141,0,7
Cc1cc(Cn2nnc3ccccc32)c(O)c(C(C)(C)C)c1,0.0,1,-4,2.5,-1,-3,98,7,3
Cc1ccc(N(CC(=O)NC2CCCC2)C(=O)CNC(=O)c2cccs2)cc1C,0.2,-5,-8,0.1,-1,-10,125,0,3
Cc1ccc2[nH]c(=O)c(COC(=O)c3ccccn3)cc2c1,0.0,0,7,-0.6,-6,2,93,2,5
Cc1cnc(NC(=O)c2ccc(-c3nc4ccccc4s3)o2)s1,-0.3,-9,3,-3.4,-5,1,106,-1,16
Cc1cc2sc(NC(=O)c3ccco3)nc2cc1Cl,0.3,-8,-10,-3.1,-12,-13,106,-4,-3
Cc1ccc(C(C)C)cc1OCCN1CCCC1,0.0,3,1,0.7,9,-2,96,5,2
CCOC(=O)c1c(NC(=O)c2cccs2)sc(C)c1C,0.0,0,1,3.8,7,0,86,4,2
CCCC(=O)Nc1ccc(NC(=S)NC(=O)c2cccs2)cc1,-0.2,4,-2,1.8,15,11,96,4,-2
CCN(c1ccccc1)S(=O)(=O)c1cccc(C(=O)OCc2nc3sc(C)c(C)c3c(=O)[nH]2)c1,0.0,-13,-4,5.1,-18,0,91,0,1
CCOC(=O)c1c(C)[nH]c(N=Nc2cc(C(=O)O)cc(C(=O)O)c2)c1C,0.0,4,8,-6.0,10,10,122,7,10
Cc1ccc2c(c1)-c1cc(C)nn1C(c1ccc3c(c1)OCO3)N2 (stereo not drawn),-0.1,1,6,5.7,4,0,108,5,5
CCc1c(C)nc(N2CCN(c3ccc(OC)cc3)CC2)[nH]c1=O,0.0,6,-3,2.3,14,11,84,0,1
NC(=O)c1ccc(-n2nnnc2SCC(=O)c2ccc(O)c(O)c2)cc1,0.5,-1,-7,0.5,23,-13,116,17,0
CSc1nc2ncc3c(n2n1)CC(C)(C)CC3=O,0.0,4,1,-0.9,-1,3,108,7,2
